# High-throughput results as filed in PubChem BioAssay.
# Myeloid diff MLP = compounds promoting myeloid differentiation. AID 624256. calls only at 10 µM. hit rate 1% among 360,000. ER-HoxA9 myeloid progenitors, lysozyme-GFP differentiation, flow cytometry;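 active means normalized GFP-positive differentiation at or above the plate's own cutoff, the solvent-only control mean plus 3 SD; inconclusive means no clear call, values can overlap the other calls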;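 further: cells exposed to compound for four days before flow analysis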
# Myeloid diff MLP GFP+ MAC1+ % = second read-out of Myeloid diff MLP, no call of its own (marks repeat the call); GFP+ MAC1+ double positive, %; measured here: differentiation confirmed by MAC1 staining
# * = called active by the depositor; i = inactive; ? = inconclusive; / = not tested or not shown; + = active, no number; & = joins results of further samples. Not all compounds are listed; count on the stated rates, not on these rows.
SMILES,Myeloid diff MLP,Myeloid diff MLP GFP+ MAC1+ %
O=S1(=O)CC(N2CCCC2)CN1CCc1ccccc1 (centres undefined),i,0.3
CC(O)(c1ccc(F)c(F)c1)c1nc(-c2cc(F)cc(F)c2)cs1 (centres undefined),i,0.8
OC(c1ccc(F)cc1)c1ncc(-c2cccc3ccccc23)[nH]1 (centres undefined),i,1.1
CCOc1ccccc1-n1nnnc1SCC(=O)NC(=O)Cc1ccccc1,i,1.1
O=C(c1cc2nc(-c3ccccc3)cc(C(F)(F)F)n2n1)N1CCCC1,i,0.2
O=C1NC[C@@H](CCCCN2C[C@H](Cc3ccc(O)cc3)N(CCc3ccc(O)cc3)C(=O)C2=O)N(CC2CCCCC2)C1=O,i,0.3
CCN1CCN(c2ccc(S(=O)(=O)N3CCCCC3)cc2NC(=O)/C=C/c2ccc(Cl)cc2)CC1,+,5.3*
COCCCN1C(=O)C(CC(=O)NCCCN(C)C)CC(C(=O)N(C(C)C)C(C)C)=C1C (centres undefined),i,0.6
CCCCCCCCN1C(=O)[C@H](CC(=O)NCCCCc2ccccc2)C[C@@]2(C(=O)OC)CC(C)(C)CC=C12,i,2.6
COCc1nnc(NC(=O)C23CC4CC(CC(C4)C2)C3)s1,i,0.9
Cc1ccc(NC(=O)C(C)OC(=O)C2CC3CCCC(C2)C3=O)cc1S(=O)(=O)N1CCOCC1 (centres undefined),i,0.8
O=c1c2cc(F)ccc2sn1-c1ccccc1Cl,i,0.6
O=C(NCCCn1ccnc1)c1[nH]c(C(F)(F)F)nc1-c1ccccc1,i,0.4
COCOc1cccc(CN2CCC(C)(Oc3cccc(C#N)c3)C2)c1 (centres undefined),i,0.9
CC1(C(=O)NCc2ccccc2)Cc2c(-c3cccc(C(N)=O)c3)ccnc2O1 (centres undefined),?,/
O=C(CSc1nc2[nH]c(=O)cc(O)c2s1)Nc1nncs1,i,1.8
CN1CCC(n2[nH]c(-c3ccccc3)c(Cc3ccccc3)c2=O)CC1,i,0.3
FC(F)(F)c1cccc(-c2cc3nc(NCCOc4ccccc4)ccn3n2)c1,i,0.4
COc1ccccc1C(O)(c1ccccc1)c1ccccc1OC,i,0.5
S=C(NCCCc1cnc[nH]1)NCCCN(Cc1ccc(Cl)cc1)c1ccc(Br)cn1,i,1.6
CCCc1nc(SCC(=O)c2ccc3c(c2)NC(=O)CO3)[nH]c(=O)c1CC,i,0.6
Nc1cc(=O)n(Cc2ccco2)c(=S)[nH]1,i,0.5
CCC(=NN=C(CC)c1ccccc1O)c1ccccc1O,i,0.3
CCC(c1nnnn1-c1ccc2c(c1)OCCO2)N1CCN(CC)CC1 (centres undefined),i,1.1
O=C(O)c1cccc2c1Oc1ccccc1S2(=O)=O,i,0.3
COc1ccc(NC(=O)C2CCCN2S(=O)(=O)c2ccc3c(c2)C(C)(C)C(=O)N3C)cc1 (centres undefined),i,1.4
CC(C)(C)NC(=O)C[C@H]1C[C@H](C(=O)N2CCCCC2)[C@@]2(C)c3[nH]c4ccc(Cl)cc4c3CCN2C1=O,i,0.5
CCCc1cc(CN(C)C(=O)c2ccc(OC3CCN(C(C)=O)CC3)c(OC)c2)[nH]n1,i,2.8
O=S1(=O)CC(N2CCN(CCO)CC2)CN1Cc1cn(Cc2cccc(C(F)(F)F)c2)nn1 (centres undefined),i,0.8
CC(C)(C)OC(=O)N1CCC(C(=O)Nc2cccc(C(=O)NC3CC3)c2)CC1,i,0.5
Cc1ccccc1S(=O)(=O)NC(=O)C1(C)CCN1C(=O)CCc1ccc(Cl)cc1Cl (centres undefined),i,0.6
Cc1ccc(NC(=O)Cn2cnc(C(=O)Nc3ccc(C)c(C)c3)n2)cc1C,i,0.4
CC1(C(=O)NS(=O)(=O)c2ccc(F)cc2F)CCN1C(=O)C1CCCCC1 (centres undefined),i,0.5
CCCCNC(=O)C1(C)CCCCN1C(=O)c1cncc(Br)c1 (centres undefined),i,1.3
COc1ccc2[nH]c3c(c2c1)CCN1C(=O)C(CC(=O)NCCC2=CCCCC2)C[C@H](C(=O)N(C(C)C)C(C)C)[C@@]31C (some centres undefined),i,0.3
COc1ccc(OC)c(CN2CCN(Cc3ccc(OC)c(OC)c3OC)CC2)c1,i,0.7
CC1CC(C)CN(C(C(=O)NC2CCCCC2)c2cc3ccccc3o2)C1 (centres undefined),i,0.7
O=C(Nc1nccs1)[C@@H]1CC=C[C@@H]2CCN(Cc3ccccc3)C(=O)[C@@H]21,i,1.5
O=C(Cc1ccc(NC(=O)C2CCN(C(=O)C3CC3)CC2)cc1)Nc1ccc(C(=O)N2CCOCC2)cc1,i,0.4
CC(=O)Nc1ccc(C(=O)Nc2cc(S(=O)(=O)N3CCOCC3)ccc2N2CCOCC2)cc1,i,1.7
O=C(Nc1ccccc1Cl)c1cc(C2CCCCN2C(=O)c2ccccc2)on1 (centres undefined),i,1.2
COc1ccc(NC(=O)C2Cc3c(-c4ccc5c(c4)OCO5)ccnc3O2)cc1 (centres undefined),+,6.3*
COc1ccc(-c2cnc3c(NC(C)=O)cc(-c4cccc(C(=O)N(C)C)c4)cn23)cc1OC,i,1.4
CCc1nc2ccc(C(=O)NCCNC(C)=O)cn2c1N(CCC(C)C)CCN(C)C,i,0.9
CSc1ccccc1-c1ccc2nccn2c1,i,0.5
O=[N+]([O-])c1ccccc1N=Nc1c(O)[nH]c2ccc(F)cc12,i,0.9
COc1cccc(NC(=O)COC(=O)c2ccc3c(c2)OCCO3)c1,i,1.5
COC(=O)c1cc(=O)c2c(ccc3oc(=O)ccc32)[nH]1,i,1.2
CC(=O)Nc1ccc(-c2ccnc3c2CC(C)(C(=O)NCc2ccncc2)O3)cc1 (centres undefined),i,1.6
COc1ccc(C=CC(=O)C=CC=Cc2ccccc2)cc1,i,0.4
COc1ccc(C(=O)NNC(=O)c2cccc3ccccc23)cc1,i,1.0
CCC(=O)N(c1nnc(SC(C)C(=O)Nc2ccc(N3CCOCC3)cc2)s1)C1CC1 (centres undefined),i,1.9
CCOc1cc(N2CCOCC2)c(OCC)cc1NC(=O)CN1C(=O)NC(C)(c2ccc(OC)cc2)C1=O (centres undefined),i,1.0
CC(OC(=O)CSc1ccccc1)C(=O)NC1CCCCC1C (centres undefined),i,0.7
Cn1ccc2c(-c3ccc(C(N)=O)cc3)cc3c(c21)C1CCC3O1 (centres undefined),i,0.6
COc1cc(C=NCc2ccccc2)ccc1O,i,0.8
COCCNC(=O)C1(C)CCCN(Cc2ccc(OC)cc2)C1 (centres undefined),i,1.8
COc1ccc(C2C(C)C(=O)C(C)C(c3ccc(OC)cc3)N2N=O)cc1 (centres undefined),i,0.7
COc1ccc(NC(=O)c2ccc3c(c2)CCN3S(C)(=O)=O)cc1,i,0.5
O=C1c2ccccc2C(c2nnnn2Cc2ccccc2)N1Cc1cccnc1 (centres undefined),i,1.3

# New compounds follow
SMILES,Myeloid diff MLP,Myeloid diff MLP GFP+ MAC1+ %
CN(C)S(=O)(=O)n1cc(/C=C(\NC(=O)c2ccccc2F)C(=O)N2CCCCC2)c2ccccc21,i,0.8
N=C1C=CC(=C(c2ccc(N)cc2)c2ccc(N)cc2)C=C1,i,0.8
CSCCC(NS(=O)(=O)c1ccc(Cl)cc1)C(=O)N1CCN(c2ccccc2)CC1 (centres undefined),i,0.6
CCCCCc1c(-c2ccc(F)cc2)ncn1CCc1ccccc1OC,i,1.8
CC1(C)Cc2cccc(OC(=O)NC3CCCCC3)c2O1,i,0.1
CC(NC(=O)C1CC(=O)N(c2ccc3c(c2)OCCO3)C1)c1ccccc1 (centres undefined),i,0.2
CC(=O)N1C[C@@H](CO)[C@@H](N(C)C(=O)C2CCCCC2)C[C@H]1c1ccccc1,i,0.8
CSCCC(c1nc2ccccc2[nH]1)n1c(-c2ccc3ncccc3c2)nc2ccccc21 (centres undefined),i,1.5
CCCn1c(N)c(C(=O)COC(=O)COc2ccc(Cl)c(C)c2)c(=O)n(C)c1=O,i,1.0
CC[C@]12C(=O)N(C)C[C@H]([C@@H]3C(=O)N(Cc4ccccc4)C(=O)[C@@H]31)N2C(=O)c1ccc(F)cc1,i,1.3
Cc1cc(C)n2nc(SC(C)C(=O)N3CCOCC3)nc2n1 (centres undefined),i,0.8
CCCCOCCCNC(=O)C[C@@H]1C[C@@]2(C(=O)OCC)CCCC=C2N(CCc2ccc(OC)c(OC)c2)C1=O,i,3.3
CC(=O)c1ccc(Nc2nc(C(N)c3ccccc3)cs2)cc1 (centres undefined),i,0.6
Oc1ccc(C[C@H]2CNC(=S)N2C[C@H]2CCCN2C[C@H](Cc2ccccc2)N2C[C@H](Cc3ccc(O)cc3)N(CC3CCCCCC3)C2=S)cc1,i,1.7
Cc1ccc(S(=O)(=O)N2CC3C(=O)C[C@@H](c4ccccc4Cl)N(S(=O)(=O)c4ccc(C)cc4)C3CC2c2ccccc2)cc1 (some centres undefined),i,1.9
O=C(CCC(=O)OCCOc1ccccc1)OCCOc1ccccc1,i,0.5
CC(NC(=O)c1ccccc1)C(=O)OCC(=O)Nc1cccc(S(=O)(=O)N2CCCC2)c1 (centres undefined),i,1.6
COc1ccccc1-c1cccc([C@@H]2C[C@H]3[C@H](CON3C)CN2C(C)=O)c1,i,1.6
O=C(c1cccs1)N1C[C@H](n2cc(C3CC3)nn2)[C@@H](O)C[C@@H]1c1ccccc1,i,1.7
COCCN(Cc1ccc(C)cc1)C(=O)[C@H]1O[C@@H](n2ccc(=O)[nH]c2=O)[C@H](O)[C@@H]1O,i,0.4

# Twelve consecutive records out of the list so far, for reference:
SMILES,Myeloid diff MLP,Myeloid diff MLP GFP+ MAC1+ %
CSCCC(c1nc2ccccc2[nH]1)n1c(-c2ccc3ncccc3c2)nc2ccccc21 (centres undefined),i,1.5
CCCn1c(N)c(C(=O)COC(=O)COc2ccc(Cl)c(C)c2)c(=O)n(C)c1=O,i,1.0
CC[C@]12C(=O)N(C)C[C@H]([C@@H]3C(=O)N(Cc4ccccc4)C(=O)[C@@H]31)N2C(=O)c1ccc(F)cc1,i,1.3
Cc1cc(C)n2nc(SC(C)C(=O)N3CCOCC3)nc2n1 (centres undefined),i,0.8
CCCCOCCCNC(=O)C[C@@H]1C[C@@]2(C(=O)OCC)CCCC=C2N(CCc2ccc(OC)c(OC)c2)C1=O,i,3.3
CC(=O)c1ccc(Nc2nc(C(N)c3ccccc3)cs2)cc1 (centres undefined),i,0.6
Oc1ccc(C[C@H]2CNC(=S)N2C[C@H]2CCCN2C[C@H](Cc2ccccc2)N2C[C@H](Cc3ccc(O)cc3)N(CC3CCCCCC3)C2=S)cc1,i,1.7
Cc1ccc(S(=O)(=O)N2CC3C(=O)C[C@@H](c4ccccc4Cl)N(S(=O)(=O)c4ccc(C)cc4)C3CC2c2ccccc2)cc1 (some centres undefined),i,1.9
O=C(CCC(=O)OCCOc1ccccc1)OCCOc1ccccc1,i,0.5
CC(NC(=O)c1ccccc1)C(=O)OCC(=O)Nc1cccc(S(=O)(=O)N2CCCC2)c1 (centres undefined),i,1.6
COc1ccccc1-c1cccc([C@@H]2C[C@H]3[C@H](CON3C)CN2C(C)=O)c1,i,1.6
O=C(c1cccs1)N1C[C@H](n2cc(C3CC3)nn2)[C@@H](O)C[C@@H]1c1ccccc1,i,1.7

# Continuation.
SMILES,Myeloid diff MLP,Myeloid diff MLP GFP+ MAC1+ %
CC(CC(=O)Nc1ccc2c(c1)c(=O)n(C)n2Cc1ccc(F)cc1)C(F)(F)F (centres undefined),i,0.7
COC(=O)[C@@]1(Cc2ccc(OC)cc2)[C@H]2c3cc(C(=O)N4CCCC4)n(CCc4ccc(OC)c(Br)c4)c3C[C@H]2CN1C(=O)c1ccccc1,i,2.6
CC(C)C[C@@H](CN1CCC[C@H]1CN1C(=O)C(=O)NC[C@@H]1Cc1ccccc1)N1C[C@H](Cc2ccccc2)N(CCc2ccccc2)C(=O)C1=O,i,1.5
CC(=O)c1ccc(S(=O)(=O)N(C)CC(=O)Nc2cccc(S(=O)(=O)N3CCCC3)c2)cc1,i,1.9
CCN(CC)C(=O)c1cccc(-c2csc(C(O)c3ccc(OC)cc3)n2)c1 (centres undefined),i,1.4
CC(=O)C1=CCC(c2ccc(Cl)cc2)N(S(=O)(=O)c2ccc(C)cc2)C1 (centres undefined),i,1.8&1.2
COc1cccc(S(=O)(=O)N(C)C[C@H]2OCc3cn(nn3)CCCC(=O)N([C@H](C)CO)C[C@@H]2C)c1,i,1.0
NC(Cc1ccc(C(F)(F)F)cc1)c1csc(Nc2ccc(C(=O)c3ccccc3)cc2)n1 (centres undefined),i,1.1
COc1ccc(C(=O)NC2CC(C)(C)NC(C)(C)C2)cc1S(=O)(=O)N1CCOCC1,i,0.2
CCc1nc2ccc(C(=O)NCCc3ccccn3)cn2c1N(C)Cc1nccs1,i,0.7
C[n+]1ccc2[nH]c3ccccc3c2c1,i,1.6
COC(=O)[C@@]1(C)[C@H]2C(=O)N(C)C(=O)[C@H]2[C@H]2CN=C(SCC(=O)c3ccccc3)N21,i,0.8
COc1ccc(N2CCCC2=O)cc1S(=O)(=O)N1CCOCC1,i,1.4
C=CCNc1nc(NCc2ccc(N(C)C)cc2)c2sc(-c3ccccc3)cc2n1,+,2.4*
Fc1cccc(Cc2c(-c3ccccc3)nc3c(Cl)cc(C(F)(F)F)cn23)c1,i,1.1
CNc1nc(Oc2cccc(NC(C)=O)c2)c2sccc2n1,?,/
COc1ccccc1C(=O)N1CCN(C(=O)[C@H]2O[C@@H](n3ccc(N)nc3=O)[C@H](O)[C@@H]2O)CC1,i,0.2
CC(C)C[C@@H](CNCC(=O)[C@H](Cc1ccccc1)NC(=O)c1[nH]cnc1C(=O)N[C@@H](C)CN)NC(=O)c1nc[nH]c1C(=O)N[C@@H](CC(=O)O)C(=O)O,i,0.4
NC(=O)C1CCN(CC(=O)Nc2ccc3c(c2)OCO3)CC1,i,1.5
COc1ccc(S(=O)(=O)N2CCC(C(=O)N[C@H](C(=O)NCc3ccccc3)C(C)C)CC2)cc1,i,1.1
COCCn1c(=S)[nH]c2cc(C(=O)NC3CCCC(C)C3C)ccc2c1=O (centres undefined),i,0.4
CC1Cc2ccccc2N1C(=O)COC(=O)c1ccco1 (centres undefined),i,0.0
